# CHRM5 antagonist: blocks acetylcholine activation of human M5 receptor; CHO-hM5 cells, Fluo-8 calcium fluorescence, ACh EC80; P08912; AID 624040; 360,000 compounds, 0.59% hits; inhibition, % at 3 µM;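 active means inhibition above a per-plate cutoff, the mean of that plate's test compounds plus 3 SD, cut at about 27% in these data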;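 further: 0% = acetylcholine EC80 with DMSO and 100% = DMSO without agonist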
# Target sequence (P08912 whole entry, looked up): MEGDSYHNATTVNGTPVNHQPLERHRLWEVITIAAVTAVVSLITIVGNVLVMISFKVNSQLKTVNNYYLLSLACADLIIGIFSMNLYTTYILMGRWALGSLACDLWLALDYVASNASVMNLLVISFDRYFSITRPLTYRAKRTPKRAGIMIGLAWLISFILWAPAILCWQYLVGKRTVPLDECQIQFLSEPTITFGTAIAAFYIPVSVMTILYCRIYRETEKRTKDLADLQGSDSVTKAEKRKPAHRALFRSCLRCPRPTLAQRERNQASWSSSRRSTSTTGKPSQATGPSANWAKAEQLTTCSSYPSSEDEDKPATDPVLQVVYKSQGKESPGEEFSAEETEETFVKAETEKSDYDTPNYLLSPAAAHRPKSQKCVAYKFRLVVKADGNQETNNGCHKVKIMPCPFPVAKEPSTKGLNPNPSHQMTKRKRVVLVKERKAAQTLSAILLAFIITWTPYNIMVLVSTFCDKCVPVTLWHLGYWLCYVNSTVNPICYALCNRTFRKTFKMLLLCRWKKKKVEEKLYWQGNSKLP
# M4 ag: CHRM4 agonism in calcium assay; P08173; CHO-K1 hM4/Gqi5, Fluo-8 calcium fluorescence; vehicle 0%, full acetylcholine response 100%; activation, % at 3 µM; 360,000 compounds, 0.14% hits; AID 624127;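 active means activation above the run mean over all test wells plus 3 SD, cut at about 32% in these data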;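 further: peak over basal fluorescence ratio per well then scaled between controls; 0% = DMSO wells and 100% = acetylcholine at EC100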
# Target sequence (P08173 whole entry, looked up): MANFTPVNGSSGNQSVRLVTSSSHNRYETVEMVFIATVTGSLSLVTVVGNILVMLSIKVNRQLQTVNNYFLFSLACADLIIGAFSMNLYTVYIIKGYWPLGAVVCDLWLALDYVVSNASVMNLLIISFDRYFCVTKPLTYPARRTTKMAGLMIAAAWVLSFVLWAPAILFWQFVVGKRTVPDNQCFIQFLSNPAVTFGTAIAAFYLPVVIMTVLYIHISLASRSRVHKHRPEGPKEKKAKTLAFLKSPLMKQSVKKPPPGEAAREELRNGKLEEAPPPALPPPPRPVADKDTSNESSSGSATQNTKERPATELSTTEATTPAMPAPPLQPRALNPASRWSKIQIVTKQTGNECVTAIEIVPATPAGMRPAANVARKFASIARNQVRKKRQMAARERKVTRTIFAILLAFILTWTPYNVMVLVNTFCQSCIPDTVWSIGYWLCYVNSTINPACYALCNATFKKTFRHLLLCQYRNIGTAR
# M1 ag: activates human CHRM1 receptor | P11229 | activation, % at 3 µM | 360,000 compounds, 0.33% hits | CHO-K1 hM1, Fluo-8 calcium fluorescence, agonist mode; 0% DMSO, 100% acetylcholine EC100;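 active means activation above the run's mean compound activation plus 3 SD, cut at about 16% in these data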;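 further: peak over basal fluorescence ratio within a 140 s kinetic read after compound addition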
# CHRM5 PAM: positive allosteric modulators of human muscarinic M5 receptor; 360,000 compounds, 0.3% hits; AID 624038; activation, % at 3 µM; CHO-K1 hM5, Fluo-8 calcium, ACh EC20 PAM; 0% = ACh EC20, 100% = ACh EC100;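 active means activation above the run cutoff, the mean activation of all test compounds plus 3 SD, cut at about 18% in these data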
#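 Probe or stimulus: acetylcholine, EC20 level; Assay system: human M5 receptor in CHO-K1 cells; Schedule: compound preincubation 140 s before EC20 acetylcholine addition; Technique: intracellular calcium via Fluo-8 fluorescence; Dosing: single-point, 3 µM nominal; Read-out basis: percent activation from peak-over-basal fluorescence ratio, scaled EC20-to-EC100 acetylcholine; Repeats: one well per compound, no replicates.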
# CHRM1 PAM: human CHRM1 positive allosteric modulation; CHO-K1 hM1, Fluo-8 calcium fluorescence, ACh EC20; 0% = ACh EC20, 100% = maximal ACh; activation, % at 3 µM; AID 588819; 360,000 compounds, 0.088% hits; in the data active means activation above about 19%, passing the limit was not always enough
# M4 antag: blocks acetylcholine activation of human M4 receptor; CHO-hM4 cells, ACh EC80, Fluo-8 calcium fluorescence; inhibition, % at 3 µM; 360,000 compounds, 0.73% hits; AID 624125;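 active means inhibition above its plate's cutoff, the mean inhibition of sample wells plus 3 SD, cut at about 27% in these data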;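 further: 0% = acetylcholine EC80 with DMSO and 100% = DMSO without agonist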
# M1 antag: blocks human M1 muscarinic receptor; P11229; CHO-K1 hM1, Fluo-8 calcium fluorescence, ACh EC80 antagonist; inhibition, % at 3 µM; 360,000 compounds, 1.3% hits;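 active means percent inhibition above its own plate's cutoff, namely the mean of that plate's compound wells plus 3 SD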;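 further: peak over basal fluorescence ratio during 140 s after agonist addition; 0% = ACh EC80 plus DMSO and 100% = DMSO alone without agonist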
# TAAR1 ag: human TAAR1 agonism; Q96RJ0; CHO RD-HGA16 TAAR1, Fluo-8 calcium fluorescence; vehicle wells 0%, saturating PEA agonist 100%; activation, % at 3 µM; 360,000 compounds, 0.99% hits; AID 624467;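 active means activation above the mean activation of all test compounds in the run plus 3 SD, cut at about 38% in these data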
#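 System: CHO-derived RD-HGA16 cells with stable Gα16 and human TAAR1 / Times: 17-24 h plating, Fluo-8 75 min 37 °C, 30 min RT / Technique: calcium-sensitive Fluo-8 signal, excitation 470-495, emission 515-575 nm / Measure: % activation relative to PEA EC100 response / Benchmarks: DMSO and PEA EC100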
# CHRM5 agonist: CHRM5 agonism in calcium assay. P08912. CHO-K1 hM5 cells, Fluo-8 calcium fluorescence; 0% DMSO wells, 100% maximal acetylcholine response. activation, % at 3 µM. 360,000 compounds, 0.19% hits. AID 624037;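 active means activation above the run's mean over test compounds plus 3 SD, cut at about 23% in these data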;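 further: signal is peak over basal fluorescence ratio across the kinetic read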
# The depositor's hits bear a star; . = no result given. Some of the compounds tested; count on the stated rates, not on these rows.
SMILES,CHRM5 antagonist,M4 ag,M1 ag,CHRM5 PAM,CHRM1 PAM,M4 antag,M1 antag,TAAR1 ag,CHRM5 agonist
Cc1ccc(C)c(S(=O)(=O)N2CCN(C(=O)/C=C/c3ccco3)CC2)c1,21,2,-4,-16,-3,2,10,-1,-2
Cc1ccc(C)c(Cn2nnc3c(=O)[nH]c(C(=O)NCC4CCCO4)nc32)c1 (stereo not drawn),18,3,-7,-4,10,-5,-6,7,-2
CC(C)c1cccc(-c2ccc3c(c2)S(=O)(=O)c2cccc(C(=O)O)c2C3=O)c1,14,1,-4,-7,10,-1,-7,1,1
O=C1OC(N2C(=O)CC[C@H]2C(=O)Nc2ccc(F)c(F)c2)c2ccccc21 (stereo partly drawn),-1,2,-1,9,12,-19,-9,3,-1
Cc1cc(C)c(S(=O)(=O)N2CCOC2CNC(=O)C(=O)NCCc2ccc(S(N)(=O)=O)cc2)c(C)c1 (stereo not drawn),-5,0,3,-6,9,-14,-12,0,0
O=C(CCc1ccccc1)Nc1ccc(S(=O)(=O)Nc2nccs2)cc1,4,0,-1,7,15,-22,-5,1,-2
CC(=O)N1CCc2c(sc(NC(=O)CCS(=O)(=O)c3ccc(C)cc3)c2C(N)=O)C1,-1,0,-2,6,4,0,-9,2,1
O=C(Cn1c(=S)nc2ccccn21)N1CCc2ccccc2C1,1,1,-6,3,7,3,-21,9,-3
N#Cc1ccccc1NC(=O)Nc1ccc(Cl)cc1,-1,2,-2,1,6,-6,-9,3,1
CN1CCN(S(=O)(=O)c2cccc(C(=O)O)c2)CC1,7,0,-2,-1,5,1,-9,0,1
COc1ccc(S(=O)(=O)N2CCCCCC2)cc1C(=O)N(C)Cc1c(F)cccc1Cl,5,11,-2,-7,-8,1,8,3,3
CCCCCNC(=O)C1CC=CCC1C(=O)O (stereo not drawn),4,0,-3,-15,-1,1,7,49*,-7
CC(=O)c1ccc(OCc2cc(C(=O)N(C)Cc3ccccn3)no2)cc1,-4,2,-3,-3,5,1,-3,3,-5
Cc1cc(C)c(C#N)c(SCc2ccc3c(c2)OCO3)n1,-1,-1,-4,-3,-3,-4,-12,0,-5
CCOc1ccccc1Oc1nc(-c2ccccc2O)nc2ccccc12,8,1,4,-3,2,4,-8,8,-1
COc1ccc(C2c3c(oc4ccccc4c3=O)C(=O)N2c2ccc(C)cn2)cc1OC (stereo not drawn),-5,1,3,4,8,-13,-18,0,1
Cc1ccc(S(=O)(=O)NCC(=O)N(CC2CCCO2)C(C(=O)NCC2CCCO2)C(C)C)cc1 (stereo not drawn),0,1,-8,4,10,-3,-10,-1,-4
CC1(C)OC(=O)C2=C(C[C@@H](CCC(F)(F)F)O[C@H]2c2ccc(F)cc2)O1,7,-2,-8,-1,-5,7,-8,0,-6
C=CCNC(=O)N[C@@H](Cc1ccccc1)C(=O)OC,10,0,0,1,12,3,-16,5,0
COc1ccc(-c2ccc(SCC(=O)Nc3cc(C)on3)nn2)cc1OC,-10,-3,-5,11,2,-13,5,-2,1
C[C@@]12CCC=C[C@H]1[C@H](c1ccc(/C=C/c3ccccc3)cc1F)N(Cc1ccccc1)C2=O,19,0,-5,1,2,2,-3,6,-1
COc1ccccc1N1CC(C(=O)NC2CCCCCC2)CC1=O (stereo not drawn),4,1,-4,6,1,2,-4,1,-4
NC(=NCc1ccccc1)C(N=Nc1ccccc1)C(=O)NCc1ccccc1 (stereo not drawn),10,1,-7,6,7,-6,-13,2,-3
CC(C)(C)OC(=O)N/N=C\c1ccc(OC(=O)c2cccs2)cc1,3,0,-8,-8,0,2,-4,1,-5
CC(C)=CCc1c(O)cc(O)c2c(=O)c(O[C@@H]3O[C@@H](C)[C@H](O)[C@@H](O)[C@H]3O)c(-c3ccc(O)cc3)oc12,11,16,1,-14,-13,18,18,.,4
CC(=O)c1c(C(C)=O)c(C)n(-c2ccc(O)cc2)c1C,2,2,-1,-7,-5,19,0,19,2
CCc1cccc(NC(=O)c2cc(OC)c(OC)c(OC)c2)c1,12,5,-2,-4,10,-14,-10,5,-2
COc1ccccc1CC(=O)Nc1ccon1,11,0,0,2,0,5,6,2,-4
COc1ccc(C2c3c(ncn(CCCO)c3=N)Oc3ccc4ccccc4c32)cc1OC (stereo not drawn),-4,1,-3,7,11,1,-18,1,-2
CC(C)=CCCC1=CCC(/C(C)=N/NC(N)=O)CC1 (stereo not drawn),-4,1,-2,6,9,5,-9,.,0
CN1CCN(S(=O)(=O)c2ccc(N(C)Cc3cccs3)nc2)CC1,-2,1,-5,1,7,3,-2,6,-2
CC(NC(=O)OCc1ccccc1)c1ccccc1 (stereo not drawn),6,0,-5,-7,3,-2,-5,-1,1
CCOC(=O)[C@H]1[C@H]2COc3ccc(C)cc3[C@@H]2N2C(=O)CN(Cc3ccc(F)cc3)C(=O)[C@@]12C,12,5,-10,-31,-32,56*,36*,6,-12
CCOC(=O)C(=O)Nc1ccc(F)cc1,-9,2,0,12,11,-11,7,-1,5
Cc1oc(-c2ccccc2F)nc1CS(=O)(=O)CC(=O)NCc1ccccc1Cl,-6,6,-1,-2,-11,-5,17,-1,0
Cc1ccc2c(C(=O)N3CCN(c4ccccc4)CC3)cc(-c3cccnc3)nc2c1C,3,0,-1,11,2,-5,-1,-1,3
Fc1cccc(-c2cc3nc4c(c(N5CCOCC5)n3n2)CCCC4)c1,5,2,-1,-8,3,-8,0,7,-1
CC(OC(=O)Cn1c(C(F)(F)F)nc2ccccc21)C(N)=O (stereo not drawn),5,1,-2,-1,3,4,-3,4,-1
CC1=C(C(=O)OCc2ccccc2)C(c2ccc(Cl)cc2)NC(=O)N1CCCCCC(=O)O (stereo not drawn),4,2,-3,10,13,-1,-1,8,3
O=[N+]([O-])c1ccc2c(c1)C(=Nc1ccccc1)c1ccccc1-2,10,1,1,-1,19,-1,-22,1,3

# Only CHRM1 PAM and M4 antag (5 entries from above):
SMILES	CHRM1 PAM	M4 antag
CCc1cccc(NC(=O)c2cc(OC)c(OC)c(OC)c2)c1	10	-14
COc1ccccc1CC(=O)Nc1ccon1	0	5
COc1ccc(C2c3c(ncn(CCCO)c3=N)Oc3ccc4ccccc4c32)cc1OC (stereo not drawn)	11	1
CC(C)=CCCC1=CCC(/C(C)=N/NC(N)=O)CC1 (stereo not drawn)	9	5
CN1CCN(S(=O)(=O)c2ccc(N(C)Cc3cccs3)nc2)CC1	7	3

# Continuation:
SMILES,CHRM5 antagonist,M4 ag,M1 ag,CHRM5 PAM,CHRM1 PAM,M4 antag,M1 antag,TAAR1 ag,CHRM5 agonist
CC(NC(=O)c1ccc2c(c1)OCO2)c1cccc(C(F)(F)F)c1 (stereo not drawn),8,2,-6,-11,5,2,-6,5,-4
COc1cccc(CN2CCN(c3cccc(C(F)(F)F)c3)CC2)c1OC,2,1,-12,-2,-19,-3,1,4,-2
O=C(NCc1ccccc1)c1cnc2n(c1=O)CCS2,3,1,-1,5,11,-4,-7,2,-4
O=C(Cn1ncc2c([nH]c3ccccc32)c1=O)N1CCOCC1,3,1,-3,-1,3,0,-1,4,-1
CC1(C)COCN1C(=O)c1ccc(C#N)cc1,18,2,-2,-3,17,-1,-9,4,-2
Cn1c(CCCOc2ccc(Cl)cc2Cl)nnc1SCC(=O)Nc1ccc(F)c(Cl)c1,6,0,-1,-5,-2,11,0,5,-2
CC(=O)N1CC23C=CC(CC2CC12CCCCCC2)O3 (stereo not drawn),0,3,-12,-12,-6,-9,-1,8,-6
CCC1S/C(=N/N=C/c2ccco2)N(Cc2ccc(F)cc2)C1=O (stereo not drawn),-5,-1,-1,-1,0,-5,18,3,1
Cc1nc2c(o1)C(=O)c1ccccc1C2=Nc1ccccc1,15,1,1,-3,8,4,-13,3,1
Cc1c(C(=O)N(Cc2ccc(Cl)cc2)C2CCS(=O)(=O)C2)oc2ccccc12 (stereo not drawn),4,8,2,3,14,3,-8,4,-3
COc1ccc(Nc2nnc(SCC(=O)N3CCCC3)s2)cc1,-7,1,-2,0,3,-8,-26,2,-2
CC(C)(C)c1ccc(C(=O)OC/C(O)=C(\C#N)c2nc3ccccc3s2)cc1,-17,1,-6,5,-4,-8,2,6,-2
Cc1sc(NC(=O)CCl)c(C(=O)c2ccccc2)c1C,-3,-1,-7,1,-3,2,7,13,-1
COC(=O)[C@@H](Cc1c[nH]c2ccccc12)NC(=O)c1cc(=O)[nH]c2ccccc12,8,1,-3,-6,-1,6,-17,1,-2
Nc1nc2ccc(Cl)cc2cc1C(=O)NCCc1c[nH]c2ccccc12,26,20,.,-24,.,28*,.,.,9
Nc1ccc(C(=O)OCC(=O)N2CCc3ccccc3C2)cc1[N+](=O)[O-],2,7,-3,-5,-3,4,-3,7,2
CCCCCCCCN1C(=O)[C@H](CC(=O)NCc2cccs2)C[C@@]2(C(=O)OC)CCCCC=C12,4,2,.,-3,.,3,.,-2,0
CC1CCC2(CC1)NC(=O)N(CC(=O)NCc1cccs1)C2=O (stereo not drawn),0,0,-1,-1,9,15,-10,0,0
CCC(=O)N1CCN(CCN=CC2=C(O)CC(c3ccc(OC)cc3)CC2=O)CC1 (stereo not drawn),1,1,-6,0,13,9,-8,5,2
O=C(Cn1cnc2cc([N+](=O)[O-])ccc2c1=O)Nc1ccc2c(c1)OCO2,-8,1,-6,-3,2,-5,-1,9,-2
COc1c(-c2ccc([N+](=O)[O-])cc2[N+](=O)[O-])c(=O)n(C)c(=O)n1C,0,2,0,1,4,-8,2,-1,-4
C[C@@]12C(=O)N(c3cccc(Cl)c3)C(=O)N1[C@H](c1ccc(Cl)cc1)[C@@H]1C(=O)N(C3CCCCC3)C(=O)[C@@H]12,-9,2,6,5,18,-19,-1,4,5
O=C(NCCCN1CCOCC1)c1ccccc1-c1ccccc1,5,0,-5,4,10,-2,-14,4,-7
NC1=NC(=O)/C(=C/c2ccc(Cl)cc2Cl)S1,3,2,-3,1,2,3,1,-1,-4
CCOC(=O)c1c(-c2ccccc2)csc1NC(=O)COc1ccc2c(C)cc(=O)oc2c1,3,2,-2,-4,7,-4,-9,5,1
Cc1csc(=O)n1CCC(=O)OCC(=O)Nc1ccc(S(N)(=O)=O)cc1,5,1,-4,2,6,-3,-3,2,1
Cc1onc(-c2ccccc2)c1C(=O)c1c[nH]c(C(=O)NCCCN2CCOCC2)c1,9,2,-8,7,0,2,4,2,-1
CCCCc1nc(N2CCN(C(=O)c3ccco3)CC2)c(C#N)c2c1CCCC2,0,-1,-2,2,2,1,6,9,-5
CCOC(=O)/C(C#N)=C1/C=CN(c2ccccc2)C=N1,5,2,-1,-4,-5,-3,-7,13,-3
